Screening results deposited in PubChem by Broad Institute.
F508del corr = F508del CFTR correction, initial screen, CFBE line, single point | CFBE cells, YFP halide quenching; stimulated with forskolin plus potentiator P3; % fluorescence drop versus neutral controls | activity (quench increase), % at 7.58 µM | 0.36% of 350,000 active | AID 720511, 2013;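 active means mean added fluorescence quench of at least 8% versus neutral control, with both replicates also reaching 8%; inconclusive means only one of the mean or replicate conditions met; inactive means mean below 8% and not both replicates reaching 8%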;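 further: cells transiently co-express mutant CFTR-F508del with the halide-sensitive YFP; corrector assay measuring rescue of mutant channel to the surface after 24 h compound exposure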
PAX8 reporter = inhibitors of PAX8-driven TPO luciferase reporter, primary screen, RMG-I cells, single concentration | SteadyGlo, 24 h | inhibition, % at 12.6 µM | 1.2% of 360,000 active | AID 652154, 2013;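 active means mean replicate inhibition at least 60% with every replicate also reaching 60%; inconclusive means only one of the two criteria is met; inactive means mean below 60% and not all replicates reaching 60%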;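 further: luciferase light reporting Pax8 driven TPO promoter activity; plate controls were median of neutral control wells for no effect and mitoxantrone controls for full effect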
EWS-Fli inh = EWS/Fli-driven NR0B1 reporter inhibitors, primary screen, A673 cells, NR0B1 luciferase, luminescence, MLPCN library | viability-normalised | inhibition, % at 12.6 µM | 0.67% of 350,000 active | AID 651661, 2012;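 active means mean inhibition of at least 50% after viability correction, with every replicate also passing that limit; inconclusive means mean reaches 50% but only one of two replicates passes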;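 further: firefly luciferase signal divided by Alamar Blue viability fluorescence both relative to DMSO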
DENV2 CPE rescue = inhibitors of DENV2 cytopathic effect, primary screen, cell-based, plate reader, single concentration; CPE inhibition, % at 9.99 µM; 1.7% of 350,000 active; DENV2-infected cells, cytopathic effect rescue; AID 651640, 2012; in the data active means CPE inhibition above about 20%, passing the limit was not always enough; inconclusive means no clear call, values can overlap the other calls; tested in BHK-21 cells;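 further: 0% = median of neutral control wells and 100% = median of positive control wells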
FN deposition inh = inhibitors of fibronectin matrix deposition, primary screen, AH1F cells, Alexa488-fibronectin fluorescence, plate reader. AH1F fibroblasts, overnight. inhibition, % at 12.6 µM. 0.086% of 350,000 active;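 active means mean inhibition across replicates of 30% or more, regardless of how many single replicates reach that level; inconclusive means mean under 30% yet at least half of replicates reach 30%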;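 further: positive control wells lacked labelled fibronectin entirely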
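Material: AH1F fibroblasts assembling fluorescent fibronectin matrix; amount: 10000 AH1F cells/well; medium: DMEM, 2% serum; reagent: Alexa488-fibronectin, 24 nM final in well; dosing: single compound dose, delivered by pin transfer; incubation: 1 h adhesion, overnight exposure; detection: fluorescence after three HBSS washes, excitation 485 nm, emission 525 nm; measure: fibronectin deposition inhibition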
miR122 inh = miR-122 Renilla sensor signal increase in Huh7, primary screen, miR-122 inhibitor project, cell-based, single point, plate reader; Huh7 miR-122 Renilla luciferase sensor, 48 h; neutral wells = 0, positive control = 100; activation (reporter increase), % at 12.5 µM; 0.3% of 340,000 active;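 active means mean replicate activation score at least 90 and every replicate individually at or above 90; inconclusive means only one of the two criteria met; inactive means neither criterion met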;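 further: higher luciferase means less miR-122 activity so hits act as miR-122 inhibitors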
INS-1E GSIS act = GLuc luminescence reporter in INS-1E cells, primary screen for activators of glucose-dependent secretion of insulin; activation, % at 16.6 µM; 0.61% of 370,000 active; INS-1E GLuc reporter insulin secretion, 2-3 h;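 active means lowest replicate activation of at least 40%, so every replicate reaches that level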;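 further: 0% = median of neutral control wells and 100% = median of IBMX positive control wells; some compounds called inactive have numbers as strong as hits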
Starred values were filed as active, the others as inactive; ? = inconclusive; / = not tested or not shown; [ ] = dose if it differs, or a comment.

structure,INS-1E GSIS act,PAX8 reporter,F508del corr,miR122 inh,DENV2 CPE rescue,EWS-Fli inh,FN deposition inh
CCn1cnc2cc(NCc3cccs3)ccc21,7.3,-41.8,-0.5,-1.3,2.3,-56.6,/
Cc1ccc(S(=O)(=O)Nc2ccc3c(c2)CC(=O)N([C@@H](C)CO)C[C@@H](C)[C@H](CN(C)S(=O)(=O)c2ccc(C)cc2)O3)cc1,0.2,-9.5,-2.4,8.5[16.7 µM],-1.3,4.9,/
C=C(C)CNC(=S)N/N=C/c1ccccc1OCC(=O)O,-8.0,5.3,-1.7,/,4.3,-7.7,/
C/C(=N\NC(=O)COc1cc(C)cc(C)c1)c1ccc(N2CCOCC2)cc1,-5.2,-21.8,-1.1,/,?,6.5,27.8
Cc1cccc(C)c1NC(=O)C(c1ccccc1)n1c(=O)c(-c2ccccc2)nc2ccccc21 (centres undefined),-2.1,19.5,-4.0,/,14.5,-14.3,2.3
NC(=O)C1CCN(c2nc(-c3ccc4ccccc4c3)cs2)CC1,-13.9,5.2,-2.0,-1.1,-5.5,-43.0,-10.9
CC1CCCC(N2CCN(C(=O)c3ccc([N+](=O)[O-])cc3)CC2)C1 (centres undefined),/,1.8,1.5,-7.9,-1.6,-3.4,2.7
COc1ccc2c3c(n(C)c2c1)[C@@H](CO)N(CC1CCCC1)CC31CCN(Cc2nccs2)CC1,-18.7,17.0,5.2,/,8.6,4.8,/
CCCNC(=O)C[C@H]1C[C@H]2c3cc(NS(=O)(=O)c4cccc(OC)c4)ccc3O[C@H]2[C@@H](CO)O1,-10.2,/,-3.6,5.7[16.7 µM],2.2,-2.4,9.6
C[C@@H]1CN([C@@H](C)CO)C(=O)Cc2cc(NC(=O)Nc3cccc4ccccc34)ccc2O[C@H]1CN(C)Cc1ccncc1,-7.4,13.8,1.3,0.9[16.7 µM],-2.3,/,/
Cc1ccc(N(CC(N)=O)C2SC(=O)NC2=O)cc1 (centres undefined),1.8,-23.7,0.5,/,-0.8,-11.6,0.0
Oc1ccc(N=Nc2ccc(Br)cc2)c(O)c1,8.6,-27.3,-3.2,/,-9.8,-46.5,-7.4
O=[N+]([O-])c1ccccc1-c1ccc(CN2CCN(c3ccccc3)CC2)o1,19.4,4.9,0.9,/,1.0,-4.4,-2.6
O=C(Nc1ccccc1)N1CC(=O)N2[C@@H](CO)[C@@H](c3ccc(C#Cc4cccnc4)cc3)[C@@H]2C1,-3.3,-89.5,0.1,/,9.8,-6.2,/
C[C@@H]1CCCCO[C@@H](CN(C)C(=O)c2ccccc2)[C@H](C)CN([C@@H](C)CO)C(=O)c2cc(NS(=O)(=O)c3cn(C)cn3)ccc2O1,6.8,-2.3,1.9,0.0[16.7 µM],-0.4,-5.2,0.8
O=C(c1cc([N+](=O)[O-])ccc1N1CCOCC1)N1CCN(c2ccccc2)CC1,-12.0,90.8*,-2.4,?,-10.9,/,0.2
COc1ccc(CN2CCC(C(=O)c3ccc(F)cc3)CC2)cc1,10.0,6.5,-3.0,-2.9,-2.8,-15.7,-6.8
C[C@H](CO)N1C[C@H](C)[C@H](CN(C)S(=O)(=O)c2cccs2)OCc2ccccc2-c2c(n(C)c3ccccc23)C1=O,-4.8,-9.1,-2.1,/,-0.2,8.9,6.6
CCCNC(=O)N[C@H]1CC[C@H](CCn2cc(C3CC3)nn2)O[C@@H]1CO,7.1,-33.9,4.1,/,-8.0,-9.3,9.5
CCCCCNC(=O)c1ccc2c(=O)n(CCCN3CCCC3=O)c(=S)[nH]c2c1,15.0,-1.1,1.0,-6.5,1.7,7.0,-2.9
CC(C)(C)OC(=O)N1CCC(c2c(C(=O)NC3CC3)cnn2-c2ccc(Cl)cc2)CC1,-11.0,2.3,2.7,-1.6,8.2,-4.6,6.6
COc1cccc(C(=O)Oc2ccc(N3C(=O)CCC3=O)c(C)c2)c1,-1.5,-11.5,0.7,/,13.0,-5.3,0.3
CC1=CN2C(=NC(=O)CC2(C)C(=O)N(CC(=O)NC2CCCC2)c2cc(C)cc(C)c2)C=C1 (centres undefined),-9.5,-12.2,2.1,/,7.4,-17.7,-5.5
Clc1ccccc1Cc1noc(CN2CCN(Cc3ccccn3)CC2)n1,-19.0,3.3,1.9,0.5,-10.6,9.3,3.2
C=C(C)C1CC=C(C)/C(=N/NC(=O)CNc2ccc(OCC)cc2)C1 (centres undefined),/,/,0.7,0.3,-5.1,-3.5,/
O=C(NC1CCCC1)N1CC(=O)N2[C@@H](CO)[C@H](c3ccc(-c4cccc(F)c4)cc3)[C@@H]2C1,-1.8,6.6,0.4,/,-4.8,-4.8,5.3
CC(C)C[C@H]1CNC(=S)N1CC1CCCN1C[C@H](CC(C)C)N1C[C@H](Cc2ccccc2)N(CC2CCCCCC2)C1=S (some centres undefined),-2.1,6.9,2.8,-5.4,1.8,9.1,-4.2
CCNc1ccc(C(=O)O)cc1N,-2.2,26.3,/,/,-3.0,12.3,-2.6
CCOCCCNC(=S)Nc1cc(C)cc(C)c1,34.9,16.0,/,/,/,/,-10.7
COc1ccc(OC)c(-c2csc(-c3cccs3)n2)c1,8.8,-8.0,0.7,8.5,-7.4,-42.1,2.2
CN1CCN(C(=O)C[C@@H]2CC[C@H]3[C@@H](COC[C@@H](O)CN3S(=O)(=O)c3cccc(F)c3)O2)CC1,3.3,-5.2,-0.4,1.3[16.7 µM],-2.2,-4.1,-2.7
Nc1c(C(=O)N/N=C/c2cccnc2)oc2nc(-c3ccco3)cc(-c3ccco3)c12,2.1,-0.4,2.8,1.2,2.7,-12.1,10.0
CCN1C(=O)/C(=C/c2nc3ccccc3c(=O)n2-c2ccc(C)cc2)c2ccccc21,1.4,2.3,/,/,-0.1,-5.2,-3.8
CSCC(O)Cn1[nH]c(=O)c2cc(Cl)c(Cl)cc2c1=O (centres undefined),-7.5,22.1,4.1,/,-0.6,-1.0,0.9
O=C(Cc1ccccn1)N[C@@H]1CC[C@H](CCNS(=O)(=O)c2cccc(F)c2)O[C@H]1CO,4.8,-7.6,-1.1,1.5[16.7 µM],0.5,3.1,-10.7
O=C(O)c1ccc(CSc2nnnn2C2CCCCC2)cc1,39.5,-6.8,/,-6.3,/,/,-5.9
Cc1ccc(C)c(NC(=O)CSc2ncnc3nc[nH]c23)c1,11.9,/,/,0.5,-3.1,/,/
O=C(Nc1cccc([N+](=O)[O-])c1)N1CCc2ccccc2C1,-2.7,-114.9,-3.7,-3.0,-4.4,-91.4,3.1
CCCC(=O)N/N=C1\CS(=O)(=O)N(C)c2ccsc21,-20.0,14.0,-1.7,-0.5,10.8,-0.5,-8.8
C=CC[C@]12C=C(OC)C(=O)C=C1O[C@@H](c1ccc3c(c1)OCO3)[C@H]2C,10.7,/,1.2,8.2,-12.0,1.7,/
Cc1ccc(S(=O)(=O)N2CCCN(Cc3nc4ccccc4c(=O)[nH]3)CC2)cc1,-13.6,7.3,-4.0,/,-2.4,7.4,/
C[C@H](CO)N1C[C@H](C)[C@H](CN(C)C(=O)NC2CCCCC2)Oc2c(NC(=O)C3CCOCC3)cccc2C1=O,13.2,0.2,-2.7,-2.1[16.7 µM],-13.0,5.9,-2.1
CC1=C(C(=O)N2CCOCC2)CC(CC(=O)NCC2CCCCC2)C(=O)N1Cc1ccc(F)cc1 (centres undefined),6.0,-2.8,3.2,2.8,-4.1,3.7,2.6
CCN(CC)C(=O)c1ccc(O)c(OC)c1,/,-17.6,1.9,-3.4,-10.7,-10.3,-0.1
C[C@@H]1CCCCO[C@H](CN(C)C)[C@H](C)CN([C@H](C)CO)C(=O)c2cc(NS(=O)(=O)c3cccs3)ccc2O1,13.8,-1.9,-1.4,2.5[16.7 µM],4.3,-12.8,0.3
N#CCC(=O)Nc1ccc(C(=O)NCc2ccccn2)cc1,4.0,-3.1,-1.0,/,-3.2,5.5,/
O=C(N/N=C/C(Br)=C/c1ccccc1)C1CC1,/,13.9,-1.8,/,5.4,-52.0,0.4
O=C(C1CC1)N1CC2(C1)[C@H](c1ccccc1)[C@@H](CO)N2C(=O)CC1CC1,-0.1,/,-0.8,/,-7.9,6.4,-1.6
C[C@@H]1CN([C@H](C)CO)C(=O)c2cc(NC(=O)Cn3cnnn3)ccc2O[C@@H]1CN(C)C(=O)Nc1cccc2ccccc12,-5.7,/,0.6,-23.5[16.7 µM],-6.3,-2.2,/
C[C@H](CO)N1C[C@H](C)[C@H](CN(C)C(=O)NC2CCCCC2)Oc2c(NS(=O)(=O)c3ccc(Cl)cc3)cccc2C1=O,-34.3,28.4,-1.7,-2.3[16.7 µM],0.0,-0.2,2.2

Carrying on.
structure,INS-1E GSIS act,PAX8 reporter,F508del corr,miR122 inh,DENV2 CPE rescue,EWS-Fli inh,FN deposition inh
CCOc1cccc(NC(=O)C2CCCN(S(=O)(=O)c3ccc(-n4cnnn4)cc3)C2)c1 (centres undefined),18.8,-4.1,/,-1.3,/,/,9.6
COc1ccccc1NC(=O)N[C@@H]1CC[C@@H](CCn2cc(-c3ccccc3OC)nn2)O[C@H]1CO,-8.0,9.4,0.4,/,-3.8,-10.8,-16.6
Cc1ccc(S(=O)(=O)Nc2ccc3c(c2)C(=O)N([C@H](C)CO)C[C@H](C)[C@@H](CN(C)C(=O)C2CCCCC2)OCCCC[C@@H](C)O3)cc1,7.7,-50.1,-1.6,7.5[16.7 µM],-4.6,-6.4,-3.9
COc1ccc(CCNC(=S)NCc2ccc(Cl)c(Cl)c2)cc1OC,23.1,3.7,-1.3,/,-2.6,10.9,4.6
C[C@H](CO)N1C[C@H](C)[C@H](CN(C)S(=O)(=O)c2ccccc2)OCCCC[C@H](C)Oc2ccc(NS(=O)(=O)c3ccc(F)cc3)cc2C1=O,-13.8,62.8*,1.0,-5.1[16.7 µM],-3.9,2.1,-2.8
CCC(=O)Nc1nnc(SCC(=O)NCc2ccc3c(c2)OCO3)s1,22.3,-1.4,-1.4,0.9,19.7,/,-4.4

A draw from above in order of SMILES length, high to low.
structure,INS-1E GSIS act,PAX8 reporter,F508del corr,miR122 inh,DENV2 CPE rescue,EWS-Fli inh,FN deposition inh
Cc1ccc(S(=O)(=O)Nc2ccc3c(c2)C(=O)N([C@H](C)CO)C[C@H](C)[C@@H](CN(C)C(=O)C2CCCCC2)OCCCC[C@@H](C)O3)cc1,7.7,-50.1,-1.6,7.5[16.7 µM],-4.6,-6.4,-3.9
COc1ccccc1NC(=O)N[C@@H]1CC[C@@H](CCn2cc(-c3ccccc3OC)nn2)O[C@H]1CO,-8.0,9.4,0.4,/,-3.8,-10.8,-16.6
COc1ccc(CCNC(=S)NCc2ccc(Cl)c(Cl)c2)cc1OC,23.1,3.7,-1.3,/,-2.6,10.9,4.6
